BRCT PPI green: inhibitors of human BRCA1 BRCT-phosphoprotein interaction (green fluorophore). 0.05% of 75,000 active. BRCA1 BRCT-phosphopeptide binding, green fluorescence polarization. AID 875. Potency, µM (top dose mostly 76.9 µM), for inactives: top-dose activity change, negative = inhibition, hits mostly inhibitors;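 note: potency is the fitted concentration of half-maximal effect; plate controls were peptide without protein for full effect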
Target sequence (P38398 whole entry, looked up): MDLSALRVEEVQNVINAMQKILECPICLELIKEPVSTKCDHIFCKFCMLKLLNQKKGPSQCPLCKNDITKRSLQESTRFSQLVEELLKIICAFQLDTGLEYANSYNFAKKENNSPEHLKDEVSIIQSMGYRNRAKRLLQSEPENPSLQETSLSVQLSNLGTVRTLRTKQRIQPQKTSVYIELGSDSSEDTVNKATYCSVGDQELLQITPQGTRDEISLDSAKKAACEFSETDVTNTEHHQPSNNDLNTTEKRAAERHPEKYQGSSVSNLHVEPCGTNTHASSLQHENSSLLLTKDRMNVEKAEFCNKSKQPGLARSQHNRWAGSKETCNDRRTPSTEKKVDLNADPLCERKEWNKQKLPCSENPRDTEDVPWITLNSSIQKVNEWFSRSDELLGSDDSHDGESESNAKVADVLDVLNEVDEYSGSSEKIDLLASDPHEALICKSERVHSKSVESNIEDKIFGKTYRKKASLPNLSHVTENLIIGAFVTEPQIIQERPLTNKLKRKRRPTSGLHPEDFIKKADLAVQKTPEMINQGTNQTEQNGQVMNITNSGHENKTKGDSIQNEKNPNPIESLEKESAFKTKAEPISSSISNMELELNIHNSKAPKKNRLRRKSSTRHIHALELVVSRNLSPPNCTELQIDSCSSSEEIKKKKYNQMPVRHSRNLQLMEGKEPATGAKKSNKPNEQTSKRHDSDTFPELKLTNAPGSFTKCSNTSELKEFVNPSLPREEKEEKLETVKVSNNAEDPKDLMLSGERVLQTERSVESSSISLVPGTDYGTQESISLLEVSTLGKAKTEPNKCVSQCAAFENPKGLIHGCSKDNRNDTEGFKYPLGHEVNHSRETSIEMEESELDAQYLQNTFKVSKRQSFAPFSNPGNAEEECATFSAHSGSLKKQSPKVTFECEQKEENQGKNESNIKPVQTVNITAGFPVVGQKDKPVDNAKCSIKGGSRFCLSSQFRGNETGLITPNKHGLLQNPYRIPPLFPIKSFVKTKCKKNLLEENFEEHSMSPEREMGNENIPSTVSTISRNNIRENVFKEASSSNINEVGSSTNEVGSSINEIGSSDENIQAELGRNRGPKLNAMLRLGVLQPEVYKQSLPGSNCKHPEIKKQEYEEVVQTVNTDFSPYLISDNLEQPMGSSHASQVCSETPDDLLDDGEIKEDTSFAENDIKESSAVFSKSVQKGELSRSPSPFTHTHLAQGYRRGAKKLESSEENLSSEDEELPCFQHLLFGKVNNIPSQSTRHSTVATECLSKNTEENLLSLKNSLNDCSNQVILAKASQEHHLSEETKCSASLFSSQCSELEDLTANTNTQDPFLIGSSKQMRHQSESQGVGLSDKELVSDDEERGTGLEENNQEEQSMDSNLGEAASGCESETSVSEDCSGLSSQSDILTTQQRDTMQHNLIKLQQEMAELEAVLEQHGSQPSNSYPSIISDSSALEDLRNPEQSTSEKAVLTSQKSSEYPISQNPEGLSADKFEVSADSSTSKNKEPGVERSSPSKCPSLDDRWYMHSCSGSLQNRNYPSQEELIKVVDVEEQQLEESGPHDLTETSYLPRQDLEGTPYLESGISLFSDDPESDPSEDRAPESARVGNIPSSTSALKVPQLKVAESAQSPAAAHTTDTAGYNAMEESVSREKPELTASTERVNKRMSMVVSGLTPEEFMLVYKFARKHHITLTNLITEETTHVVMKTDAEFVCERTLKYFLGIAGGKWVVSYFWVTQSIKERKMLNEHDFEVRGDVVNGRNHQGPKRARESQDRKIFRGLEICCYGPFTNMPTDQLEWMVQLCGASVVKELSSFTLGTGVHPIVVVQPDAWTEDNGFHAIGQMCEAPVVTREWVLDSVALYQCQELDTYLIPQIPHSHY
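Fluorescence polarization: His-tagged BRCT (~35 kDa BRCA1 C-terminus, 250 nM) bound to 100 nM fluorescein-labeled phosphorylated 10-aa BACH1 peptide, pH 7.3 phosphate buffer with DTT and Tween 20. Compounds incubated 12 min at room temperature; inhibition read as lowered polarization.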
USP2a inhib: USP2a (human) protease inhibition; AID 927; Potency, µM (titrated, usually from 38.3 µM), without a hit: at the highest dose activity change, negative = inhibition, usual class: inhibitors; 0.1% of 60,000 active; USP2a enzymatic assay, qHTS inhibition; O75604;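 note: potency is the fitted concentration of half-maximal effect; nearly all actives have a fitted effect of over 60% in size; plate controls were DMSO for no effect and NEM full inhibition control for full effect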
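USP2 core (20nM final) preincubated 30 min RT with compound, then Ub-PLA2 20nM and NBD C6-HPC 20uM final added; buffer 20mM Tris-HCl pH 8.0, 2mM CaCl2. Fluorescence Ex 460/Em 535 read at 0 and 2.5 h; normalized to NEM.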
CRE Fsk mod: alters forskolin-stimulated CRE reporter signaling in CHO cells; CHO CRE-bla reporter (cAMP response element driving beta-lactamase), forskolin EC10, beta-lactamase ratio; Potency, µM (doses to about 38.2 µM), inactives show top-dose activity change, negative = inhibition, hits mostly activators; 2.5% of 71,000 active; AID 662; active = well fitted activation curve with a large enough effect in the signal ratio, with a control signal flat, not every such curve was filed as active; inconclusive = small, poorly fitted or top-dose-only effect, or effect the other way, or a change in a side signal; the % refers to the signal ratio; note: potency is the fitted concentration of half-maximal effect; % of control where 0% means no effect
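qHTS titration format; CRE-bla CHO reporter; stimulus EC10 NKH 477, a water-soluble forskolin. Read: CCF4 460/530 nm ratio. Potency expressed as AC50 for activators or inhibitors.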
Luciferase inh: firefly luciferase inhibition; P08659; purified firefly luciferase, luminescence, 8 min; Potency, µM (series often up to 57.1 µM), for inactives: top-dose activity change, negative = inhibition, actives largely listed as inhibitors; 2.2% of 72,000 active; note: potency is the fitted concentration of half-maximal effect; % is set by controls: 0 for no effect and ±100 for the full control effect; nearly all actives have a fitted effect of over 40% in size
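Substrate buffer containing 10 uM ATP (pH 7.2 imidazole, Mg2+, KCl, detergent, BSA) is dispensed, compound pinned in, then luciferase/luciferin detector mix added. After 8 min at ambient temperature, light output is measured.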
Casp7 inh: allosteric or competitive inhibitors of human caspase-7. recombinant caspase-7, Ac-DEVD-AFC fluorescence rate. 0.02% of 75,000 active. Potency, µM (series often up to 57.5 µM), without a hit: at the top dose activity change, negative = inhibition, actives largely listed as inhibitors. P55210. AID 889; active = well fitted inhibition curve with a large enough effect in the main read-out, with a control signal flat, not every such curve was filed as active; inconclusive = small, poorly fitted or top-dose-only effect, or a change in a side signal; note: potency is the fitted concentration of half-maximal effect; % of control where 0% means no effect
Tau filament bind: binders of human tau filaments; recombinant tau filaments, thioflavin S fluorescence, 15 h; filaments grown with octadecylsulfate alongside compound; Potency, µM (series often up to 57.1 µM), without a hit: at the top dose activity change, negative = inhibition; 2% of 71,000 active;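 note: potency is the fitted concentration of half-maximal effect; % is set by controls: 0 for no effect and ±100 for the full control effect; actives lower thioflavin S fluorescence by blocking filaments or displacing dye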
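ThS-based fibril read: tau 1 uM final, inducer ODS 30 uM final, 37 C for 15 h, ex 450/em 510 nm.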
A350 fluor: compound fluoresces in the Alexa 350 spectral region | Compound autofluorescence, 340/450 nm, Alexa 350 dye-equivalents; active compounds read high | max dye-equivalent concentration, M | 11% of 59,000 active | AID 590; in the data active = max dye-equivalent concentration above about 10 nM; inconclusive = mostly about 1.1 nM to 9.6 nM
ERK AVP block: vasopressin-driven ERK pathway inhibition | Potency, µM (top dose mostly 57.5 µM), inactives show at the top dose activity, negative = inhibition, hits mostly inhibitors | HEK293-V1b, vasopressin-stimulated pERK AlphaScreen | 0.99% of 72,000 active | AID 995; note: potency is the fitted concentration of half-maximal effect; % is set by controls: 0 for no effect and ±100 for the full control effect; nearly all actives have a fitted effect of over 55% in size
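HEK293 cells stably expressing V1b receptor, seeded overnight in 1% FBS, were treated with compounds for 30 min at 37C, then stimulated 5 min with 25 nM vasopressin; phospho-ERK read by AlphaScreen SureFire after lysis.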
HEK293 cAMP ctrl: counter-screen for TSHR agonists: cAMP increase in parental HEK293; parental HEK293 CNG cAMP sensor, membrane potential fluorescence; Potency, µM (doses to about 57.1 µM), inactives show at the top dose activation, actives largely listed as activators; 2.5% of 73,000 active; AID 938; note: potency is the fitted concentration of half-maximal effect; % of control where 0% means no effect; nearly all actives have a fitted effect of over 55% in size
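Parental HEK 293 cells stably expressing a modified CNG channel (no TSHR) report cAMP rise as membrane depolarization. Membrane potential dye with 100 uM RO 20-1724 was loaded for 60 min at room temperature, then compound added for 30 min; fluorescence read at 590 nm.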
BRCT inh red: BRCT-phosphoprotein interaction inhibition (red fluorophore); Potency, µM (series often up to 76.9 µM), without a hit: top-dose activity change, negative = inhibition, actives largely listed as inhibitors; 0.03% of 75,000 active; BRCT-phosphopeptide binding, red fluorescence polarization; AID 892; P38398; note: % is set by controls: 0 for no effect and ±100 for the full control effect
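Fluorescence polarization: 100 nM His-tagged BRCA1 BRCT with 100 nM TAMRA-labelled phospho-BACH1 decapeptide, phosphate buffer pH 7.3 with 150 mM NaCl, DTT, 0.01% Tween 20; 12 min RT. Binding inhibition seen as FP decrease.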
Casp1 inh: allosteric or competitive inhibitors of human caspase-1; 0.03% of 75,000 active; Caspase-1 enzyme, Ac-WEHD-AFC fluorogenic rate; Potency, µM (highest dose often 57.5 µM), for inactives: at the highest dose activity change, negative = inhibition, actives largely listed as inhibitors; P29466;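 note: potency is the fitted concentration of half-maximal effect; plate controls were vehicle for no effect and no substrate for full effect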
* hit, by the source's call; i = inactive; ? = inconclusive; . = not tested or not shown; [ ] = dose if it differs, or a comment. Unless noted, calls come from the whole dose curve; as a rule, active = well fitted curve in the direction sought with a large enough effect; inconclusive = small, poorly fitted or top-dose-only effect, or another doubt; inactive = no such curve, though single readings can be large; an effect the other way counts as inactive or inconclusive.

(1) COc1ncc2nc(C)c(=O)n(C3CC3)c2n1
(2) COc1cc(N)c(Cl)cc1C(=O)NC1CCN(Cc2ccccc2)CC1
(3) O=C(CCC(=O)c1cccs1)OCC(=O)c1ccc(Cl)s1
(4) O=C(Nc1nccs1)C1CCCN1S(=O)(=O)c1ccc(F)cc1 (stereo unspecified)
(5) c1ccc2c3nnc4n(c-3nc2c1)CCCS4
(6) Cc1cc(C)n2nc(C(=O)OCC(=O)Nc3ccc4c(c3)OCO4)nc2n1
(7) Cn1ccnc1Sc1nc(Nc2cccc(Cl)c2)nc(N2CCOCC2)n1
(8) COc1ccc(OC)c(NC(=O)c2ccc(CN3CCOCC3)cc2)c1

screen / no. | 1 | 2 | 3 | 4 | 5 | 6 | 7 | 8
BRCT PPI green | 0.3% | -1.0%[3.08 µM] | -0.5% | -1.4% | -0.1% | -0.8% | -0.4% | -1.2%
USP2a inhib | 32%[activator] | 7% | 9% | -7% | 12% | 4% | 39%[activator] | 4%
CRE Fsk mod | ? | -2%[17.1 µM] | -4% | -6% | ? | -2% | ? | 7%
Luciferase inh | 0%[11.4 µM] | -1%[25.5 µM] | 3% | -3% | -3% | 5% | -2% | -10%
Casp7 inh | -13% | 4% | -3% | -2% | -4% | 0% | -5% | 1%
Tau filament bind | 126% | 8%[25.6 µM] | -5% | -2% | -26% | 9% | 23% | 4%
A350 fluor | i | i | i | i | i | i | . | .
ERK AVP block | -16% | -23% | -15% | -2% | -18% | -17% | -26% | -12%
HEK293 cAMP ctrl | 15% | 2%[25.6 µM] | 4% | -2% | -2% | 14% | 4% | 3%
BRCT inh red | 0.1% | 2.0% | 0.9% | -0.6% | -3.1% | -0.1% | -2.9% | 0.4%
Casp1 inh | -9% | -2% | -1% | 1% | -1% | 1% | -3% | 0%

(9) COc1ccc(NC(=O)CSc2nnc(-c3ccncc3)n2CC2CCCO2)c(OC)c1 (stereo unspecified)
(10) Cc1ccccc1-n1ncc2c(SCC(=O)NCc3cccs3)ncnc21
(11) O=C(COc1ccc(S(=O)(=O)NC2CCCCC2)cc1Cl)NCc1cccnc1
(12) C#CCCCO/N=C1/[C@H]2O[C@@H]2[C@@H](O)[C@H]2[C@H]1CCn1c(=O)n([C@@H](CC)c3ccccc3)c(=O)n12
(13) Cc1ccc(S(=O)(=O)N2CCN(Cc3cc(C(C)C)ccc3O)CC2)cc1
(14) Fc1ccccc1N1CCN(C(c2ccncc2)c2nnnn2C2CCCC2)CC1 (stereo unspecified)
(15) Cc1ccnc(SCC(=O)N2CCC(C(N)=O)CC2)n1
(16) FC(F)(F)c1cccc(CN2CCCCCC2)c1

screen / no. | 9 | 10 | 11 | 12 | 13 | 14 | 15 | 16
BRCT PPI green | -1.6% | -4.7% | 3.2% | 0.8%[15.4 µM] | -0.5% | -1.1% | 0.0% | -1.5%
USP2a inhib | 38%[activator] | -5% | 14% | . | 10% | 9% | -1% | .
CRE Fsk mod | 9% | 5% | -9% | . | ? | -6% | 13% | .
Luciferase inh | 3% | 0% | -13% | -1%[11.4 µM] | 5% | 0% | 1% | .
Casp7 inh | 1% | 1% | 0% | -1%[11.5 µM] | 0% | -2% | 1% | 1%
Tau filament bind | -2% | 16% | -6% | . | 8% | 0% | -6% | .
A350 fluor | i | i | i | . | i | i | i | .
ERK AVP block | 3% | -18% | 2% | 19%[11.5 µM] | 30% | 9% | -1% | .
HEK293 cAMP ctrl | 13% | 26% | -4% | -4%[11.4 µM] | 7% | ? | 12% | -1%
BRCT inh red | 0.5% | -1.3% | 0.7% | -2.1%[15.4 µM] | -1.6% | 0.1% | -1.0% | 1.2%
Casp1 inh | 1% | -1% | -1% | -1%[11.5 µM] | -6% | -1% | 2% | -7%

(17) O=S(=O)(Cc1ccccc1)N1CCc2ccccc2C1
(18) Cc1ccc2[nH]c(=O)c(C(c3nnnn3CCc3ccccc3)N3CCOCC3)cc2c1 (stereo unspecified)
(19) O=C(CSc1nnc(CNC(=O)c2ccco2)o1)NC1CCCC1
(20) COC(=O)CC(=O)CSc1nc2c(cc1C#N)CCCCC2
(21) Cn1cccc1C(=O)N1CCC2(CCCN(c3ccncc3)C2)CC1
(22) CCN(CC)C(=O)CSc1nnc(-c2cccs2)n1Cc1ccco1
(23) Cc1nc(N2CCN(c3ccccc3)CC2)[nH]c(=O)c1Cc1cccc2ccccc12
(24) CC(C)(C)c1cc(/C=C(\C#N)C(N)=S)cc(C(C)(C)C)c1O

screen / no. | 17 | 18 | 19 | 20 | 21 | 22 | 23 | 24
BRCT PPI green | -1.1% | 0.1% | 0.9% | 1.4% | -2.2% | -2.4% | -2.0% | 25%
USP2a inhib | 6% | 9% | -7% | ? | -14% | 1% | 7% | 6%
CRE Fsk mod | 4% | -4% | -6% | ? | 0% | 9% | -8% | ?
Luciferase inh | 0% | 0% | 4% | 13µM* | 1%[11.4 µM] | 3% | 0% | -3%
Casp7 inh | -2% | -3% | 1% | ? | -1% | 1% | -1% | -4%
Tau filament bind | 14% | -9% | 2% | 22% | 28% | 5% | -6% | -19%
A350 fluor | . | 3.5e-08M* | i | 3.4e-08M* | ? | i | i | i
ERK AVP block | 10% | 8% | -5% | -18% | -6% | ? | -18% | -9%
HEK293 cAMP ctrl | 20% | -6% | -9% | 0% | 24% | 25% | 11% | 3.2µM*
BRCT inh red | 0.9% | 0.1% | 1.7% | -0.9% | -0.9% | -0.2% | -2.0% | 0.9%
Casp1 inh | -5% | -5% | 1% | ? | -3% | 3% | -2% | -2%

Two of the compounds above, as tab-separated lines:
nr	Compound	BRCT PPI green	USP2a inhib	CRE Fsk mod	Luciferase inh	Casp7 inh	Tau filament bind	A350 fluor	ERK AVP block	HEK293 cAMP ctrl	BRCT inh red	Casp1 inh
3	O=C(CCC(=O)c1cccs1)OCC(=O)c1ccc(Cl)s1	-0.5%	9%	-4%	3%	-3%	-5%	i	-15%	4%	0.9%	-1%
4	O=C(Nc1nccs1)C1CCCN1S(=O)(=O)c1ccc(F)cc1 (stereo unspecified)	-1.4%	-7%	-6%	-3%	-2%	-2%	i	-2%	-2%	-0.6%	1%

(continued)
(25) C1=C(C(c2nnnn2C2CCCCC2)N2CCCCC2)COc2ccccc21 (stereo unspecified)
(26) O=C(c1ccco1)c1cn(CC(=O)N2CCCc3ccccc32)c2ccccc12
(27) Cc1ccc(C(=O)Nc2nnc(-c3cccs3)s2)cc1C
(28) Cn1c(N2CCN(C(=O)Nc3ccc(C(F)(F)F)cc3)CC2)nc2ccccc21
(29) CC(=O)N1CCN(S(=O)(=O)c2ccc(C)cc2)C1c1ccc(N(C)C)cc1 (stereo unspecified)
(30) O=C(CCCn1c(=O)c2ccccc2n(CC(=O)NCc2ccco2)c1=O)NCc1ccco1
(31) Cc1ccccc1CS(=O)(=O)CCC(=O)NCCCN1CCN(c2ccccc2F)CC1
(32) CO[C@H]1COC(=O)[C@H](C)NC(=O)C/C=C\[C@@H](C)[C@@H](NS(=O)(=O)c2ccc(C)cc2)COC(=O)[C@H](OCc2ccccc2)/C=C\[C@@H]1C
(33) COC(=O)c1[nH]c2ccc(C)cc2c1NC(=O)Nc1ccccc1OC
(34) CCOC(=O)c1c(NC(=O)OC)sc(C(=O)N(C)C)c1C
(35) O=C1C(C=NCCCn2ccnc2)=C(O)c2ccccc21

screen / no. | 25 | 26 | 27 | 28 | 29 | 30 | 31 | 32 | 33 | 34 | 35
BRCT PPI green | -2.9% | -1.2% | -2.0% | -1.6% | 1.0% | -8.9% | -1.4% | 1.6%[15.4 µM] | -2.1% | 0.0% | -1.8%
USP2a inhib | -8% | ? | 12% | 2% | 6% | -10% | 17% | . | -5% | 6%[7.66 µM] | 1%[7.66 µM]
CRE Fsk mod | -1% | 9% | -14% | -16% | -2% | ? | -26% | . | -4% | 4µM* | ?
Luciferase inh | 1% | -2% | -7% | 1% | 0% | -2% | 2% | 0%[11.4 µM] | -2% | 0% | 0%
Casp7 inh | 0% | -2% | 1% | 1% | -8% | -2% | 0% | 0%[11.5 µM] | -4% | -2% | -4%
Tau filament bind | -5% | 2% | 7% | 2% | 5% | -6% | 7% | . | i | 36%[11.4 µM] | -25%[11.4 µM]
A350 fluor | i | ? | 7.2e-08M* | i | . | i | i | . | ? | . | .
ERK AVP block | 12% | -20% | -6% | -25% | -13% | -14% | -6% | 26%[11.5 µM] | -5% | ? | -14%
HEK293 cAMP ctrl | ? | 25µM* | 2% | -4% | 13% | 11% | 15% | -4%[11.4 µM] | -19% | 9%[11.4 µM] | -3%[11.4 µM]
BRCT inh red | 1.3% | -2.1% | 1.2% | -0.2% | -0.8% | 1.0% | 1.1% | -0.8%[15.4 µM] | 1.7% | -0.3% | 0.8%
Casp1 inh | 1% | -1% | 0% | 3% | 1% | 2% | 0% | -3%[11.5 µM] | -5% | 0% | -3%

Source: PubChem (National Center for Advancing Translational Sciences (NCATS))
